Epigenetic derep – epigenetic control regulation, reporter derepression. murine LDR cells, GFP reporter derepression, 30 h. Potency, µM (highest dose often 53.9 µM), for the others: top-dose GFP activation, most hits filed as activators. 280,000 compounds, 0.2% hits; note: % of control where 0% means no effect; nearly all actives have a fitted effect of over 60% in size
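GFP-positive cell count by laser-scanning cytometry (objects 20–120 um) after 30 h, 37 C compound exposure of murine LDR cells; reporter is CMV-GFP integrated at a silenced locus, inducible by HDAC or DNMT inhibitors.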
JMJD2E inh – inhibitors of human JMJD2E histone demethylase; JMJD2E catalytic domain, FDH-coupled NADH fluorescence (FDH is formaldehyde dehydrogenase); AID 2147; 230,000 compounds, 1.6% hits; B2RXH2; Potency, µM (titrated, usually from 57.1 µM), for the others: at the top dose activity change, negative = inhibition, actives largely listed as inhibitors; active = well fitted inhibition curve with a large enough effect, not every such curve was filed as active; inconclusive = small, poorly fitted or top-dose-only effect, or another doubt; inactive = no such curve, though single readings can be large or run the other way;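 note: 0% = wells with enzyme and -100% = buffer wells without enzyme; nearly all actives have a fitted effect of over 50% in size; many of its hits are not listed in these tables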
SMN2 splice up – increases expression of the SMN2 splice variant | HEK293 SMN2-luciferase splicing reporter, luminescence, 30-36 h | Potency, µM (titrated, usually from 46.1 µM), for the others: top-dose activity change, positive = activation, usual class: activators | 210,000 compounds, 2.8% hits | AID 1458; note: % of control where 0% means no effect; nearly all actives have a fitted effect of over 55% in size
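qHTS luciferase splicing reporter: luminescence rises when SMN2 exon 7 is included in transfected HEK293 cells. Compound exposure lasted 30-36 h at 37C, with 4.5 mM final sodium butyrate as control, followed by a ONE-Glo read.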
RECQ1 inh – blocks DNA unwinding by human RECQ1; P46063; RECQ1 DNA unwinding, red fluorescence kinetic read; Potency, µM (highest dose often 57.3 µM), without a hit: at the highest dose activity, negative = inhibition, usual class: inhibitors; 240,000 compounds, 0.54% hits;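 note: plate controls were vehicle for no effect and no enzyme for full effect; nearly all actives have a fitted effect of over 30% in size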
Target sequence (P46063 whole entry, looked up): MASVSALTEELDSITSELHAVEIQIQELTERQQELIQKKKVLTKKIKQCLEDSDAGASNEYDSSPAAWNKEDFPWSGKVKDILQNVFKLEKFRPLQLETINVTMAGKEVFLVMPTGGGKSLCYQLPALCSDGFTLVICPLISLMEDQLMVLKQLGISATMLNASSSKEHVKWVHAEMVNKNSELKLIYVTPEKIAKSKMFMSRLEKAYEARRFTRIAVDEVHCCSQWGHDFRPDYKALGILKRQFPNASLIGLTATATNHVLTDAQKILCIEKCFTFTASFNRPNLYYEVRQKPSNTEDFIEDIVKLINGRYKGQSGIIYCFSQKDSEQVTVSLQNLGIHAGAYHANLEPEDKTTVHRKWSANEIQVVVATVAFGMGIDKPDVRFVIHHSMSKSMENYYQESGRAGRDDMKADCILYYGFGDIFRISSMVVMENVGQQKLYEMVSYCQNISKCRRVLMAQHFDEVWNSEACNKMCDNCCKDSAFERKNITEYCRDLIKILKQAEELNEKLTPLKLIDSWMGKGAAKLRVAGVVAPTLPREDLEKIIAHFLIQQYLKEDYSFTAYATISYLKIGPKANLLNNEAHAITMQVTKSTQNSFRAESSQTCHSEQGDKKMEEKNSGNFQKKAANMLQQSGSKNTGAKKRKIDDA
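RECQ1T1 50 nM; forked duplex (20 bp + 30-nt ss tails) 200 nM, ATP 2 mM final; pH 8.0, 2 mM MgCl2, 2.5 ug/ml poly(dI-dC); 15 min compound preincubation; discontinuous kinetic read over 2 h at RT.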
IMPase Li inh – IMPase inhibition in cells with lithium potentiation; CHO-M1 cells, IP1 TR-FRET (IP-One), carbachol + lithium; Potency, µM (series often up to 59.4 µM), for inactives: at the top dose activity, negative = IMPase inhibition, most hits filed as inhibitors; 210,000 compounds, 0.35% hits; AID 1457;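 note: IP1 builds up when IMPase is blocked and the TR-FRET signal falls; plate controls were basal vehicle for no effect and high inhibitor control for full effect; nearly all actives have a fitted effect of over 50% in size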
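Readout is a homogeneous TR-FRET IP1 immunoassay (Ex 320, Em 665 and 620), where raised cytosolic IP1 lowers signal. Cells were CHO-M1 treated 30 min at 37C with test compounds plus a little lithium; AC50 values came from Hill-equation fitting.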
NPSR antag – neuropeptide S receptor (human) antagonism, cAMP | Q6W5P4 | CHO-NPSR cells, cAMP TR-FRET, antagonist mode | Potency, µM (top dose mostly 38.3 µM), inactives show top-dose activity change, negative = inhibition, most hits filed as inhibitors | 220,000 compounds, 1% hits; note: % is set by controls: 0 for no effect and ±100 for the full control effect; nearly all actives have a fitted effect of over 50% in size; many of its hits are not listed in these tables
KinaseGlo FLuc – Kinase-Glo luciferase inhibition (counter-screen). Q27757. Kinase-Glo luciferase, ATP luminescence, 8 min. Potency, µM (top dose mostly 38.3 µM), without a hit: at the top dose activity change, negative = inhibition, actives largely listed as inhibitors. 200,000 compounds, 0.28% hits. AID 1379; note: % is set by controls: 0 for no effect and ±100 for the full control effect; nearly all actives have a fitted effect of over 60% in size
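Inhibition of Kinase-Glo luciferase light generation was assessed at 10 uM ATP in pH 7.2 imidazole buffer, with luminescence measured after eight minutes at ambient temperature.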
RGS12 GoLoco inh – blocks human Gai1 binding to RGS12 GoLoco peptide, red readout | P63096 | Gai1:RGS12 GoLoco peptide FP, rhodamine, 10 min | Potency, µM (doses to about 61.6 µM), without a hit: at the highest dose activity, negative = inhibition, actives largely listed as inhibitors | 230,000 compounds, 0.44% hits; active = well fitted inhibition curve with a large enough effect, not every such curve was filed as active; inactive = no such curve, though single readings can be large or run the other way; note: % is set by controls: 0 for no effect and ±100 for the full control effect; nearly all actives have a fitted effect of over 30% in size; many of its hits are not listed in these tables
Target sequence (P63096 whole entry, looked up): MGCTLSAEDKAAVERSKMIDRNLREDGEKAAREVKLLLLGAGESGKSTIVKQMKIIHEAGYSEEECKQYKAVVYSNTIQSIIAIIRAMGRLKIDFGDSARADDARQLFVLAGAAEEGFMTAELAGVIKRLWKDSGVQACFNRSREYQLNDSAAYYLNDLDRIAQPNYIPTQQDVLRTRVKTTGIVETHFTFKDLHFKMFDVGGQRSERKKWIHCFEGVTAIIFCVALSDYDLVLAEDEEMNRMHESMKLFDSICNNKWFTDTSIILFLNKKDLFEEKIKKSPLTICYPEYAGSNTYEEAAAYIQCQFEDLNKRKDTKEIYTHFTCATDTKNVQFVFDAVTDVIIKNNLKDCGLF
* marks the source's active call; other numbers are inactive results; i = inactive; ? = inconclusive; nt = no result given; & = joins results of further samples; [ ] = another dose, or the depositor's remark. Unless noted, calls come from the whole dose curve; as a rule, active = well fitted curve in the direction sought with a large enough effect; inconclusive = small, poorly fitted or top-dose-only effect, or another doubt; inactive = no such curve, though single readings can be large; an effect the other way counts as inactive or inconclusive. Potency is the fitted concentration of half-maximal effect.

1	Cc1ccnc(SCC(=O)Nc2sc3c(c2C#N)CCCC3)n1
2	CCOCCCNC(=O)C(c1ccc(OC)cc1)N(Cc1ccc2c(c1)OCO2)C(=O)c1cnccn1 (stereo unspecified)
3	CCOC(=O)CSC1=NC(=O)/C(=C\c2ccc(Cl)cc2)S1
4	O=C(NCc1ccccn1)C(C(=O)c1ccc(F)cc1)n1ccccc1=O (stereo unspecified)
5	COc1ccc(NC(C)(C)c2nnnn2-c2c(C)cccc2C)cc1
assay / compound,1,2,3,4,5
IMPase Li inh,24%[38.3 µM],-1%,30%[38.3 µM],3%,nt
RGS12 GoLoco inh,10%,29%,75%[activator],7%,12%
RECQ1 inh,-4%,-4%,1%,-2%,-9%
SMN2 splice up,-56%[inhibitor],-8%,nt,10%,nt
JMJD2E inh,2%,-2%,-1%,2%,-12%
KinaseGlo FLuc,-3%,-5%,-2%,8%,nt
Epigenetic derep,8.6%,-1.1%,14%,0.0%,-0.3%
NPSR antag,-22%[46.1 µM],11%,-3%[46.1 µM],-5%[46.1 µM],14%

The final 4 compounds of the part above come first, to join the parts.
2	CCOCCCNC(=O)C(c1ccc(OC)cc1)N(Cc1ccc2c(c1)OCO2)C(=O)c1cnccn1 (stereo unspecified)
3	CCOC(=O)CSC1=NC(=O)/C(=C\c2ccc(Cl)cc2)S1
4	O=C(NCc1ccccn1)C(C(=O)c1ccc(F)cc1)n1ccccc1=O (stereo unspecified)
5	COc1ccc(NC(C)(C)c2nnnn2-c2c(C)cccc2C)cc1
6	O=C(CN1CCOCC1)Nc1ccc(-c2nc3ccccc3[nH]2)cc1
7	O=C(Nc1ccc2c(c1)OCCO2)N1CCOCC1
8	Cc1ccc(S(=O)(=O)N/N=C/c2cccc([N+](=O)[O-])c2)cc1
9	O=C(CN1CCCCC1)NNc1nc(-c2ccccc2)c2cc(Br)ccc2n1
10	COC(=O)c1ccc(NC(=O)CN(c2ccc(OC)cc2)S(C)(=O)=O)cc1
assay / compound,2,3,4,5,6,7,8,9,10
IMPase Li inh,-1%,30%[38.3 µM],3%,nt,-10%[38.3 µM],15%,-3%,nt,2%[38.3 µM]
RGS12 GoLoco inh,29%,75%[activator],7%,12%,7%,-1%,9%,12%,3%
RECQ1 inh,-4%,1%,-2%,-9%,10%,-2%,-4%,0%,-3%
SMN2 splice up,-8%,nt,10%,nt,25%,22%,9%,nt,?
JMJD2E inh,-2%,-1%,2%,-12%,?,-2%,-15%,-1%,3%
KinaseGlo FLuc,-5%,-2%,8%,nt,-9%,-4%,4%,nt,5%
Epigenetic derep,-1.1%,14%,0.0%,-0.3%,-2.5%,-2.2%,0.0%,-0.2%,0.0%
NPSR antag,11%,-3%[46.1 µM],-5%[46.1 µM],14%,-8%[46.1 µM],13%,-2%[46.1 µM],26%,-17%[46.1 µM]

11	COCCOC(=O)C1=C(C)N=C2SCCC(=O)N2C1c1cccs1 (stereo unspecified)
12	Cc1ccc(/C=N\NC(=O)c2ccc(Cn3cc(Br)c([N+](=O)[O-])n3)o2)o1
13	COc1ccc(N2CCN(c3oc(COc4ccccc4Cl)nc3C#N)CC2)cc1
14	COc1ccc(CNC(=O)CSc2nnc3c(Cl)cc(C(F)(F)F)cn23)cc1OC
15	CCOC(=O)Cc1csc(NC(=O)CCc2ccc(S(=O)(=O)N3CCOCC3)cc2)n1
assay / compound,11,12,13,14,15
IMPase Li inh,7%,10%,-5%[38.3 µM],-3%,7%[38.3 µM]
RGS12 GoLoco inh,14%,12%,2%,9%,1%
RECQ1 inh,i,-5%,i,1%,-1%
SMN2 splice up,1%,nt,-34%[inhibitor],-2%,-20%
JMJD2E inh,6%,-19%,-4%,2%,-6%
KinaseGlo FLuc,-2%,-6%,11%,0%,1%
Epigenetic derep,1.6%,0.1%,-0.7%,0.0%,-2.7%
NPSR antag,7%,20%,-20%[46.1 µM],-9%[46.1 µM],-9%[46.1 µM]

16	Cc1ccc(NC(=O)CS(=O)(=O)c2cn(C)c3ccccc23)c(C)c1
17	O=C(Nc1ccc2oc(-c3cccnc3)nc2c1)c1ccc([N+](=O)[O-])o1
18	COc1cc(C(=O)Nc2ccccn2)cc(OC)c1OC
19	COc1ccccc1Nc1nc(-c2cccc([N+](=O)[O-])c2)cs1
20	Fc1ccccc1Cn1nnc2c(-n3ccnc3)ncnc21
assay / compound,16,17,18,19,20
IMPase Li inh,nt,3%,25%[38.3 µM],nt,-7%[38.3 µM]
RGS12 GoLoco inh,6%,12%,-7%,3%,3%
RECQ1 inh,i,i,-4%,?,i
SMN2 splice up,nt,-14%,7%,nt,-13%
JMJD2E inh,0%,?,6%,-6%,-3%
KinaseGlo FLuc,nt,4%,0%,nt,-2%
Epigenetic derep,1.3%,-3.2%,-1.1%,-4.8%,-1.8%
NPSR antag,0%,1%,-12%[46.1 µM],-8%,-9%[46.1 µM]

21	COc1cc2nc(SCc3ccc(C(F)(F)F)cc3)n(Cc3cccs3)c(=N)c2cc1OC
22	Cc1ccc2nc(NC(=O)c3ccc(N4C(=O)CCC4=O)cc3)sc2c1
23	Cc1ccc(N2C(=O)[C@@H]3C(C(=O)CCN4C(=O)c5ccccc5C4=O)=NN[C@@H]3C2=O)cc1
24	COc1ccc(CCNC(=O)CNS(=O)(=O)c2cccs2)cc1OC
25	Cc1cc(Cl)ccc1OCC(=O)NCCC(=O)O
assay / compound,21,22,23,24,25
IMPase Li inh,-1%,?,1%,5%[38.3 µM],0%[38.3 µM]
RGS12 GoLoco inh,9%,42%[activator],5%,8%,3%
RECQ1 inh,-7%,-16%,i,10%,-8%
SMN2 splice up,-7%,16%,14%,-4%,9%
JMJD2E inh,?,0%,11%,3%,4%
KinaseGlo FLuc,3%,-1%,2%,-3%,3%
Epigenetic derep,0.0%,?,0.0%,0.0%,-3.0%
NPSR antag,-17%[46.1 µM],-42%,18%,1%[46.1 µM],?

26	C=CCc1cccc2cc(C(=O)Nc3ccccc3C(=O)O)c(=O)oc12
27	COc1ccccc1-c1coc2cc(OC(=O)/C=C/c3ccccc3)ccc2c1=O
28	CCN1CCN(Cc2ccc(NC(=O)c3ccc(C)c(NC(=O)c4cc(-c5ccc(Br)cc5)n[nH]4)c3)cc2C(F)(F)F)CC1
29	CCc1cccc(NC(=O)CCNS(=O)(=O)c2cccc3nonc23)c1
30	COc1cc(Cl)cc(C2NC(=S)NC(c3ccccc3)=C2C(C)=O)c1OCC(=O)O (stereo unspecified)
assay / compound,26,27,28,29,30
IMPase Li inh,-4%,-6%,nt,1%,-3%
RGS12 GoLoco inh,10%,13%,8%,3%,3%
RECQ1 inh,-3%,-4%,-2%,3%,i
SMN2 splice up,-16%,22%,nt,13%&2%,nt
JMJD2E inh,-8%,-11%,?,3%,-13%
KinaseGlo FLuc,0%,3%,nt,1%,nt
Epigenetic derep,-4.5%,1.0%,4.8%,-1.2%&0.0%,4.8%
NPSR antag,-16%,13%[46.1 µM],-20%,1%,17%

31	COCCOCCOCCC(=O)NC1CC2CCC1(C)C2(C)C (stereo unspecified)
32	CC(C)OC(=O)c1c(NC(=O)c2ccco2)sc2c1CCCC2
33	CCOc1ccc2nc(NC(=O)Cn3[nH]c(=O)c4ccccc4c3=O)sc2c1
34	COc1ccc(Br)cc1[C@H]1[C@@H]2C=CCC[C@@]2(C)C(=O)N1Cc1ccccc1
35	Cc1ccc(F)cc1NC(=O)c1cccc(N(C)C)c1
assay / compound,31,32,33,34,35
IMPase Li inh,4%[38.3 µM],0%,nt,nt,-15%[38.3 µM]
RGS12 GoLoco inh,-2%,-8%,11%,2%,-7%
RECQ1 inh,-3%,-1%,0%,i,2%
SMN2 splice up,2%,11%,nt,nt,-5%
JMJD2E inh,4%,?,-6%,-6%,?
KinaseGlo FLuc,-1%,1%,nt,nt,-9%
Epigenetic derep,0.0%,-10%,?,1.3%,2.5%
NPSR antag,-14%[7.67 µM],-21%[46.1 µM],10%[7.67 µM],?,-25%[46.1 µM]

36	NC(=O)C1CCN(Cc2nc3cc(Cl)ccc3c(=O)[nH]2)CC1
37	CCOC(=O)C1(CC2CC2)CCN(C(=O)c2cc(OC)nc3ccccc23)CC1
38	CC(=O)c1c(C)nc2ccc(Br)cc2c1-c1ccccc1
39	O=C(Nc1cc(S(=O)(=O)N2CCOCC2)ccc1N1CCCC1)c1cc(=O)[nH]c2ccccc12
40	CCOC(=O)c1ccc(NC(=O)c2cc3c(s2)CCC3)cc1
assay / compound,36,37,38,39,40
IMPase Li inh,30%[38.3 µM],3%,10%,nt,nt
RGS12 GoLoco inh,12%,8%,-9%,-14%,5%
RECQ1 inh,i,2%,-21%,i,i
SMN2 splice up,?,nt,-17%,nt,nt
JMJD2E inh,-8%,0%,-1%,?,?
KinaseGlo FLuc,17%,-1%,0%,nt,nt
Epigenetic derep,1.4%,2.1%,-3.5%,2.8%,0.0%
NPSR antag,-5%[46.1 µM],43%,-25%,-1%,-54%

41	O=c1[nH]c(NCCO)nc2ncn(Cc3ccccc3)c12
42	O=C(Nc1ccc(C(F)(F)F)cc1)c1cccnc1N1CCOCC1
43	CCOC(=O)N1CCN(Cc2ccccn2)CC1
44	Cc1cc(C)nc(OC(=O)c2ccc(Cl)cc2Cl)n1
45	COc1cc(OC)cc(C(=O)NCC(=O)OCc2nc3ccccc3s2)c1
46	COc1ccc(Oc2c(Cl)cnn(-c3ccc(F)cc3)c2=O)cc1
47	CN(C)S(=O)(=O)N1CCN(Cc2ccccc2)CC1
assay / compound,41,42,43,44,45,46,47
IMPase Li inh,10%[38.3 µM],14%[38.3 µM],-1%[38.3 µM],-4%,-8%,-3%,32%[38.3 µM]
RGS12 GoLoco inh,5%,12%,-4%,12%,36%[activator],10%,6%
RECQ1 inh,-8%,-1%,i,i,4%,-15%,-15%
SMN2 splice up,?,1%,-8%,-19%,nt,16%,-20%
JMJD2E inh,0%,-3%,?,-1%,-11%,6%,5%
KinaseGlo FLuc,17%,1%,2%,-4%,-8%,6%,0%
Epigenetic derep,-1.0%,-2.5%,-1.5%,1.1%,7.9%,-0.9%,-0.8%
NPSR antag,-8%[46.1 µM],-9%[46.1 µM],-2%[46.1 µM],9%,-8%,?,1%[46.1 µM]

Screening data (PubChem)

The list is partial (hit frequency here may not be typical).
